Compound activity as filed in PubChem BioAssay.
SMN2 splice up: SMN2 splice variant enhancement; HEK293 SMN2-luciferase splicing reporter, luminescence, 30-36 h; actives 2.8% (n = 210,000); Potency, µM (highest dose often 46.1 µM), for the others: at the highest dose activity change, positive = activation, most hits filed as activators; AID 1458; also: % of control where 0% means no effect; nearly all actives have a fitted effect of over 55% in size
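qHTS luciferase splicing reporter: luminescence rises when SMN2 exon 7 is included in transfected HEK293 cells. Compound exposure lasted 30-36 h at 37C, with 4.5 mM final sodium butyrate as control, followed by a ONE-Glo read.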
HTT cytoprotect: cytoprotection in Huntington HTT-Q103 PC12 cell model. PC12 HTT-Q103 induced, cytoprotection, ATP luminescence, 40 h. Potency, µM (doses to about 56.4 µM), for the others: cytoprotection (ATP increase), hits mostly activators. actives 0.14% (n = 230,000);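 also: % of control where 0% means no effect; nearly all actives have a fitted effect of over 45% in size; toxic huntingtin expression switched on by the ecdysone agonist tebufenozide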
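Cells were plated at 1500 per well in phenol red-free DMEM with 5% equine and 5% calf serum. Tebufenozide (100 nM final) and compounds were added, then ATPlite reagent, and luminescence was read.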
Tau fibril ThT: tau fibrillization inhibition (ThT binding); actives 2.1% (n = 270,000); Potency, µM (series often up to 57.4 µM), for the others: top-dose activity, negative = inhibition, actives largely listed as inhibitors; recombinant tau K18 P301L, heparin-induced fibrillization, ThT fluorescence; also: % is scaled to controls: 0 for no effect and ±100 for the full control effect; nearly all actives have a fitted effect of over 55% in size
Target sequence (P10636 561-689 P618L limits assumed): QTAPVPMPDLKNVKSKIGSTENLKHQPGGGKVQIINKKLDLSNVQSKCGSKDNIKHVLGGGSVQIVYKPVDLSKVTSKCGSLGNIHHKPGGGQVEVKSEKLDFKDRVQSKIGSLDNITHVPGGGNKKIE
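Heparin-induced (20 uM) aggregation of recombinant human K18 P301L tau, 15 uM unlabeled with 0.24 uM labeled, pH 7 acetate buffer, 6 hr at 37 C with compound. Fibrils quantified by 30 uM ThT fluorescence after 1 hr ambient incubation.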
HttQ103 aggreg: mutant huntingtin aggregation inhibition. Potency, µM (titrated, usually from 46.1 µM), inactives show at the top dose activity change, negative = inhibition, most hits filed as inhibitors. AID 1688. PC12 HttQ103-GFP aggregates, Acumen cytometry, 40 h. actives 1.1% (n = 220,000); also: % is scaled to controls: 0 for no effect and ±100 for the full control effect; nearly all actives have a fitted effect of over 60% in size
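Quantitative HTS on tebufenozide-induced (100 nM) PC12 cells stably expressing polyQ103 Huntingtin exon 1–GFP. Reduction of bright GFP aggregates, detected by laser scanning cytometry after lysis, identified actives across the titration.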
Tau fluor cs: counter-screen for tau fibril formation inhibitors; tau K18 P301L Alexa594 fluorescence, heparin fibrillization; actives 0.93% (n = 280,000); AID 1463; Potency, µM (titrated, usually from 57.7 µM), without a hit: top-dose activity change, negative = decrease; also: % is scaled to controls: 0 for no effect and ±100 for the full control effect; nearly all actives have a fitted effect of over 55% in size
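Human tau K18 P301L (15 uM unlabeled, 0.24 uM Alexa 594-labeled) in 100 mM sodium acetate pH 7 with 20 uM heparin, 6 hr at 37 C. ThT 30 uM added, 1 hr ambient; Alexa 594 FP and total fluorescence read at 555/632 nm.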
ALDH1A1 inh: inhibitors of human aldehyde dehydrogenase 1A1; Purified ALDH1A1, NADH fluorescence, propionaldehyde substrate; Potency, µM (highest dose often 75.3 µM), without a hit: at the top dose activity, negative = inhibition, most hits filed as inhibitors; actives 7.3% (n = 220,000); AID 1030; active = well fitted inhibition curve with a large enough effect, not every such curve was filed as active; inconclusive = small, poorly fitted or top-dose-only effect, or another doubt; inactive = no such curve, though single readings can be large or run the other way;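 also: plate controls were no enzyme wells and a reference inhibitor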
Target sequence (P00352 whole entry, looked up): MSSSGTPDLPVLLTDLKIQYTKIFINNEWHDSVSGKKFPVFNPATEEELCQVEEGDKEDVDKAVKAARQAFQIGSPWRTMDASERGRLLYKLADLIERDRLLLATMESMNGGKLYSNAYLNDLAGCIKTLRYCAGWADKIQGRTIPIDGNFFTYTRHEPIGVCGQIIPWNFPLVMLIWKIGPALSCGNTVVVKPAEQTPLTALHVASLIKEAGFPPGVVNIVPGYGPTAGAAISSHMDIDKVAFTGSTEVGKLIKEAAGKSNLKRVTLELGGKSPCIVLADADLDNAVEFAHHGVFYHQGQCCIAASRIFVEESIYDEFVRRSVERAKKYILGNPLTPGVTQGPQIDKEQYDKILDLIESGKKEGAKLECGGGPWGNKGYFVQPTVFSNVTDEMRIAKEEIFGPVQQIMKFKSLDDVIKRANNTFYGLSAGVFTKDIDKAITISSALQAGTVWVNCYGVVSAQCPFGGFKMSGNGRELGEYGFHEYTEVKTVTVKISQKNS
Tau FP inhib: blocks human tau fibril formation measured by polarization; P10636; K18 P301L tau heparin fibrillization, Alexa594 FP, 6 h; Potency, µM (doses to about 57.7 µM), for inactives: at the top dose activity, negative = inhibition, hits mostly inhibitors; actives 0.39% (n = 280,000); also: % is scaled to controls: 0 for no effect and ±100 for the full control effect; nearly all actives have a fitted effect of over 55% in size
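Human K18 P301L fragment (15 uM unlabeled plus 0.24 uM Alexa 594-labeled) in 100 mM sodium acetate pH 7 with compound, aggregation induced by 20 uM heparin for 6 hr at 37 C. ThT (30 uM) added for 1 hr, then Alexa 594 FP read.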
KDM4E inh: JMJD2E (human) inhibition; Potency, µM (titrated, usually from 57.1 µM), for inactives: at the highest dose activity change, negative = inhibition, most hits filed as inhibitors; AID 2147; actives 1.6% (n = 230,000); B2RXH2; JMJD2E catalytic domain, FDH-coupled NADH fluorescence (FDH is formaldehyde dehydrogenase); active = well fitted inhibition curve with a large enough effect, not every such curve was filed as active; inconclusive = small, poorly fitted or top-dose-only effect, or another doubt; inactive = no such curve, though single readings can be large or run the other way;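 also: 0% = wells with enzyme and -100% = buffer wells without enzyme; nearly all actives have a fitted effect of over 50% in size; many of its hits are not listed in these tables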
Target sequence (B2RXH2 1-337 limits assumed): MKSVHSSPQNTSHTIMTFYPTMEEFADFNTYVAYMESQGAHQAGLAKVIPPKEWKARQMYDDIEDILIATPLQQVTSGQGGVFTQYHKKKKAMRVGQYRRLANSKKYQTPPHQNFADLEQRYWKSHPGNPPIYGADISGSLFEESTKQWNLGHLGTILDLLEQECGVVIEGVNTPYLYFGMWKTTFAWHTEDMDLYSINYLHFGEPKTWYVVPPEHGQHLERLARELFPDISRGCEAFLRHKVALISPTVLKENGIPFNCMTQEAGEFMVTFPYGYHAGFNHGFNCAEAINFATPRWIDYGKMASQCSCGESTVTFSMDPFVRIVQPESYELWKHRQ
Starred values were filed as active, the others as inactive; ? = inconclusive; · = no result given; & = joins results of further samples; ! = a repeat was not active; [ ] = another dose, or the depositor's remark. Unless noted, calls follow the shape of the dose curve; as a rule, active = well fitted curve in the direction sought with a large enough effect; inconclusive = small, poorly fitted or top-dose-only effect, or another doubt; inactive = no such curve, though single readings can be large; an effect the other way counts as inactive or inconclusive. Potency is read from the fitted curve at half-maximal effect. An excerpt; the hit share may differ from the screen's.

1: COc1ccccc1-c1c(C(F)(F)F)oc2c(CN3CCCCC3C)c(O)ccc2c1=O (stereo unspecified)
2: Nc1ccccc1NC(=O)c1ccccc1
3: Cn1c(-c2sccc2OCc2ccccc2)n[nH]c1=S
4: O=C(CSc1nnc(CCCO)n1-c1ccccc1)Nc1nccs1
5: Cc1c(C2=CCN(S(=O)(=O)c3ccc(CC(C)C)cc3)CC2)c2ccccc2n1CC(=O)N1CCCC1
6: COCCCNC(=S)NNC(=O)c1ccoc1C

compound no. | 1 | 2 | 3 | 4 | 5 | 6
SMN2 splice up | -5% | 19% | 1% | 18% | -3% | ·
HTT cytoprotect | · | -6% | -2% | -4% | · | 35%[10 µM]
Tau fibril ThT | 0% | -7% | -4% | -8% | -10% | 6%
HttQ103 aggreg | · | 31% | -2% | -16% | · | ?
Tau fluor cs | -1% | -8% | -12% | 0% | -15% | -3%
ALDH1A1 inh | · | 0% | ? | 4% | · | -3%
Tau FP inhib | 3% | -1% | -8% | 4% | -4% | -12%
KDM4E inh | · | 0% | ? | -4% | · | 5%

7: CCOC(=O)C(=Cc1ccc(Br)cc1)C(=O)OCC
8: C1=Nc2ccccc2CN1c1ccccc1
9: CCc1ccc(NC(=O)COc2ccc(/C=C(/C#N)c3nc4ccccc4[nH]3)cc2OC)cc1
10: Cc1ccc(-c2cnc(NC(=O)CCC(=O)N3CCCCC3)n2C)cc1
11: CCOc1ccc(-c2cc(C(=O)N3CCN(C)CC3)c3ccccc3n2)cc1
12: Cc1cn(-c2cc(C(=O)Nc3ccc(C)c(NC(=O)C(=O)c4c[nH]c5ccccc45)c3)cc(C(F)(F)F)c2)cn1

compound no. | 7 | 8 | 9 | 10 | 11 | 12
SMN2 splice up | · | 7.9µM* | 11% | 1% | 11µM* | ·
HTT cytoprotect | -8%[10 µM] | -2%[0.074 µM] | -12%[10 µM] | -10% | -166%[inhibitor][0.074 µM] | 12%[10 µM]
Tau fibril ThT | ? | 9% | 1% | 7% | -5% | 3%
HttQ103 aggreg | 0%[9.22 µM] | -5% | -2% | -12% | 21% | -23%[9.22 µM]
Tau fluor cs | -10% | 6% | -7% | 7% | 1% | -17%
ALDH1A1 inh | -7% | -2% | 6% | 0% | ? | ·
Tau FP inhib | 0% | 1% | -4% | 7% | 4% | ?
KDM4E inh | -2% | 7% | 2% | -5% | 19% | -11%

13: Cc1ccc(NC(=O)C2CCCN(S(=O)(=O)c3cnc[nH]3)C2)cc1F (stereo unspecified)
14: COC(=O)C(C#N)c1nc2ccccc2nc1N1CCCC1 (stereo unspecified)
15: O=C(COC(=O)C1(c2ccc(Cl)cc2)CCCC1)Nc1ncc(C(F)(F)F)cc1Cl
16: CCc1nnc(NC(=O)CSc2nnc(-c3ccco3)n2CC)s1
17: CCOC(=O)c1c(SC)nc(SC)c2c1CCC2
18: O=C(N1CCOCC1)N1CCN(C(=O)N(c2ccccc2)c2ccccc2)CC1

compound no. | 13 | 14 | 15 | 16 | 17 | 18
SMN2 splice up | -2% | 25% | 16% | -8% | -9% | -2%
HTT cytoprotect | -8%[10 µM] | -5% | -15%[10 µM] | -15%[10 µM] | 2% | -2%[10 µM]
Tau fibril ThT | -3% | ? | -6% | -6% | -9% | -11%
HttQ103 aggreg | -14% | -7% | ? | 19% | -12% | 2%
Tau fluor cs | -4% | -15% | -6% | 1% | -2% | -9%
ALDH1A1 inh | -3% | ? | 0% | 0% | 0% | ?
Tau FP inhib | -1% | 0% | -1% | 1% | -2% | 0%
KDM4E inh | 3% | -25% | -2% | 4% | 1% | -6%

19: CN(C)c1oc(-c2ccc(OCc3ccc(Cl)cc3)cc2)nc1C#N
20: COc1ccc(CNC(=O)/C=C/c2ccc(OCCCF)cc2)cc1
21: C/C(=N\OCC(=O)O)c1ccc(Cl)cc1
22: CCOC(=O)C1(CCCc2ccccc2)CCN(C(=O)Cc2nonc2C)CC1
23: CCOc1ccc(/C=N/NC(=O)Cn2ccnc2C)cc1
24: CC(C)OCCCN1C=C2C(=O)C(C)(OC(=O)CCc3ccccc3)C(=O)C=C2C=C1c1ccc(C#N)cc1 (stereo unspecified)

compound no. | 19 | 20 | 21 | 22 | 23 | 24
SMN2 splice up | -18% | -12% | · | · | · | 1%[9.22 µM]
HTT cytoprotect | 14% | -38% | 10%[10 µM] | 0% | 14%[10 µM] | -10%&22%[10 µM]
Tau fibril ThT | ? | -13% | -11% | -6% | -1% | ?
HttQ103 aggreg | 0% | 0% | 2%[9.22 µM] | -19% | 23%[9.22 µM] | 22%[9.22 µM]
Tau fluor cs | -19% | -10% | -15% | -3% | -6% | -15%[11.6 µM]
ALDH1A1 inh | ? | 9% | · | ? | · | 5%[13.5 µM]
Tau FP inhib | 0% | -6% | -10% | 5% | 0% | -2%[11.6 µM]
KDM4E inh | ? | 2% | 1% | -11% | 5% | 22µM*!

25: CCc1ccc(C2C(C#N)=C(N)OC3=C2C(=O)CCC3)s1 (stereo unspecified)
26: CC1(C)CC(=O)C=C(NCC2CCCO2)C1 (stereo unspecified)
27: Cc1nn(-c2ccc(F)cc2)c(Cl)c1/C=N/NC(=O)c1cccc(S(=O)(=O)N2CCCC2)c1
28: COC(=O)c1ccc2nc(NC(=O)C3CCCCC3)sc2c1
29: NC(N)=N/N=C/c1ccc(Cl)cc1Cl
30: CCCCNCCOCCOc1ccc(C)cc1Br

compound no. | 25 | 26 | 27 | 28 | 29 | 30
SMN2 splice up | 0% | -4% | -26% | · | · | -2%
HTT cytoprotect | · | -1% | -2%[10 µM] | 13%[10 µM] | -17%[10 µM] | ·
Tau fibril ThT | -9% | 6% | -6% | -6% | ? | -6%
HttQ103 aggreg | · | 0% | -1% | -2%[9.22 µM] | -21%[9.22 µM] | 11%
Tau fluor cs | -7% | 8% | -16% | -15% | -8% | -7%
ALDH1A1 inh | ? | 12% | 9% | 25µM* | · | -7%
Tau FP inhib | 1% | 6% | -8% | -5% | -2% | 2%
KDM4E inh | -5% | 6% | 2% | -20% | -3% | ?

31: CCCn1c(=O)c(Br)cn(-c2ccccc2C)c1=O
32: Cc1cccc(C)c1NC(=S)NC(C)(C)CO
33: Brc1ccc(OCc2nnnn2-c2ccccc2)cc1
34: COc1ccc(C(=O)NC(=S)Nc2cc(C)ccn2)cc1[N+](=O)[O-]
35: Nc1nc(NCc2ccco2)nc(Nc2ccc(F)cc2)c1[N+](=O)[O-]
36: COc1ccc(CCNC(=O)COc2ccc(-c3ccccc3)cc2)cc1OC

compound no. | 31 | 32 | 33 | 34 | 35 | 36
SMN2 splice up | · | · | -15% | -13% | · | -32%[inhibitor]
HTT cytoprotect | 12%[10 µM] | 17%[10 µM] | -58%[inhibitor] | 0%[10 µM] | 32%[10 µM] | -9%[10 µM]
Tau fibril ThT | 8% | -8% | -11% | ? | · | 0%
HttQ103 aggreg | 42%[9.22 µM] | -4%[9.22 µM] | -1% | 1% | -5%[9.22 µM] | 7%
Tau fluor cs | 4% | -10% | -24% | -1% | 0% | -3%
ALDH1A1 inh | · | · | ? | 0.32µM* | · | -1%
Tau FP inhib | -1% | 2% | 0% | -1% | -7% | 1%
KDM4E inh | -11% | 0% | -1% | -4% | -1% | -7%

4 entries already listed, arranged by the number in Tau fibril ThT, ascending.
nr	Compound	SMN2 splice up	Tau fibril ThT	HttQ103 aggreg	ALDH1A1 inh	Tau FP inhib	KDM4E inh
33	Brc1ccc(OCc2nnnn2-c2ccccc2)cc1	-15%	-11%	-1%	?	0%	-1%
32	Cc1cccc(C)c1NC(=S)NC(C)(C)CO	·	-8%	-4%[9.22 µM]	·	2%	0%
36	COc1ccc(CCNC(=O)COc2ccc(-c3ccccc3)cc2)cc1OC	-32%[inhibitor]	0%	7%	-1%	1%	-7%
31	CCCn1c(=O)c(Br)cn(-c2ccccc2C)c1=O	·	8%	42%[9.22 µM]	·	-1%	-11%

Remaining list, next part
37: CCOC(Cn1c(-c2ccc(OC)cc2)nc2ccccc21)OCC
38: COc1ccc(-c2nnc(SCC(=O)Nc3ccccc3)n2C)cc1
39: NC(=O)c1ccc(N2CCN(c3ncc(C(F)(F)F)cc3Cl)CC2)cc1
40: COC(=O)c1ccccc1-c1ccc(/C=N/NC(N)=O)o1
41: CCOC(=O)CSc1n[nH]c(NC(=O)c2ccccc2)n1
42: CN(Cc1nc(-c2ccc3c(c2)OCO3)no1)CC1(N2CCOCC2)CCCCC1

compound no. | 37 | 38 | 39 | 40 | 41 | 42
SMN2 splice up | -10% | -17% | · | · | -3% | ·
HTT cytoprotect | -1% | -14%[10 µM] | 9%[10 µM] | -4%[10 µM] | -6% | 1%[10 µM]
Tau fibril ThT | -9% | -2% | ? | -18% | ? | -13%
HttQ103 aggreg | 5% | 8% | 22%[9.22 µM] | -8%[9.22 µM] | 26% | 19%[9.22 µM]
Tau fluor cs | -12% | -1% | -16% | -17% | -8% | -15%
ALDH1A1 inh | -3% | -4% | · | · | 2% | -9%
Tau FP inhib | -14% | 4% | -1% | -10% | -2% | 1%
KDM4E inh | ? | 3% | 4% | ? | 1% | -4%

43: O=[N+]([O-])c1ccccc1S(=O)(=O)NCc1ccc(F)cc1
44: CCOC(=O)c1c(C(=O)OCC)c(C)n(Cc2cc(OC)c(OC)c(OC)c2)c1C
45: O=C1CC(C(=O)Nc2ccc(Br)cc2)C2(CCCC2)O1 (stereo unspecified)
46: CCN(c1ccccc1)S(=O)(=O)c1ccc(Cl)c(NC(=O)CN2C(=O)NC3(CCCC3)C2=O)c1
47: COc1ccc(-c2cc(C(=O)Nc3ccc4c(c3)OCO4)no2)cc1
48: O=C(CCN1CCN(C(=O)c2ccco2)CC1)Nc1ccc(F)cc1

compound no. | 43 | 44 | 45 | 46 | 47 | 48
SMN2 splice up | 23% | -7% | -3% | · | 5% | ?
HTT cytoprotect | · | · | 7% | 4%[10 µM] | · | 0%
Tau fibril ThT | 1% | 2% | 5% | 5% | ? | 2%
HttQ103 aggreg | · | -3% | -8% | -39%[9.22 µM] | · | -7%
Tau fluor cs | 1% | -1% | 2% | -1% | -11% | 7%
ALDH1A1 inh | 2% | 0% | -2% | · | · | 3%
Tau FP inhib | 8% | -2% | 1% | -2% | 5% | ?
KDM4E inh | -17% | 6% | 2% | -5% | · | -4%
